Source: PubChem BioAssay (Broad Institute)
ERAP1 HTS inh: human ERAP1 aminopeptidase inhibitors, primary screen, biochemical, single point, plate reader | Endoplasmic reticulum aminopeptidase 1 (Homo sapiens), Q9NZ08 | recombinant ERAP1, Leu-AMC fluorescence, 60 min | inhibition, % at 10.7 µM | actives 0.15% (n = 340,000) | AID 652197, 2013;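 active means mean replicate inhibition of at least 30%, or all replicates individually reaching that 30% level; inactive means mean below 30% and not every replicate reaching it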;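 further: 0% = neutral control wells and 100% = L-leucinethiol positive control wells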
E-sel inducer: E-selectin induction in HUVECs, primary screen, imaging, HUVEC, immunofluorescence imaging, single point; AID 686992, 2013; actives 0.37% (n = 260,000); P16581; normalized: neutral wells 0, TNF-alpha wells 100; activation, % at 7.58 µM;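 active means mean E-selectin-positive cell signal at least 10% of the positive control, reached in at least 60% of replicates, without over 20% cell loss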;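 further: in these data hits start at about 27%; measured in HUVEC primary endothelial cells; signal is the percent of cells scored E-selectin positive by PE staining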
Target sequence (P16581 whole entry, looked up): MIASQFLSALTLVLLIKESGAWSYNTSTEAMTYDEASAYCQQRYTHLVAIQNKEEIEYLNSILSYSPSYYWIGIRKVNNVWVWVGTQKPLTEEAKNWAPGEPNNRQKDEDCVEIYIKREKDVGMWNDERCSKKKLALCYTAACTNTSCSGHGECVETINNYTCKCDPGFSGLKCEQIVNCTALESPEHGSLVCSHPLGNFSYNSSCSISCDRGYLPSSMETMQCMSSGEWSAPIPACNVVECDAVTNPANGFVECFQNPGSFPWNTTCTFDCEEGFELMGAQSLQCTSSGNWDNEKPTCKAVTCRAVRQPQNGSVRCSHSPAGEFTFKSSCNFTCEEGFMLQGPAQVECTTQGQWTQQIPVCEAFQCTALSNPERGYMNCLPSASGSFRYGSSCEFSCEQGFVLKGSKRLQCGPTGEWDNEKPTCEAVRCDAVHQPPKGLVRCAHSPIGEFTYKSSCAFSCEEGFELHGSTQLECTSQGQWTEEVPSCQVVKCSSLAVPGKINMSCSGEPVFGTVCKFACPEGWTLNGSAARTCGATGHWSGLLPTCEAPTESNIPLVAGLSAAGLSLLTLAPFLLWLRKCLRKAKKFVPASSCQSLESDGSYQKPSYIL
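Test system: HUVEC | Signal: Immunofluorescence imaging | Read-out: Percent E-selectin-positive cells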
RAD52 inh: RAD52 DNA annealing inhibitors, primary screen, biochemical, FRET, single point, set 2; DNA repair protein RAD52 homolog (Homo sapiens), P43351; recombinant RAD52 DNA annealing, FRET fluorescence; inhibition, % at 18.7 µM; actives 0.46% (n = 360,000); AID 651710, 2012;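 active means every replicate showing at least 50% inhibition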
Target sequence (P43351 whole entry, looked up): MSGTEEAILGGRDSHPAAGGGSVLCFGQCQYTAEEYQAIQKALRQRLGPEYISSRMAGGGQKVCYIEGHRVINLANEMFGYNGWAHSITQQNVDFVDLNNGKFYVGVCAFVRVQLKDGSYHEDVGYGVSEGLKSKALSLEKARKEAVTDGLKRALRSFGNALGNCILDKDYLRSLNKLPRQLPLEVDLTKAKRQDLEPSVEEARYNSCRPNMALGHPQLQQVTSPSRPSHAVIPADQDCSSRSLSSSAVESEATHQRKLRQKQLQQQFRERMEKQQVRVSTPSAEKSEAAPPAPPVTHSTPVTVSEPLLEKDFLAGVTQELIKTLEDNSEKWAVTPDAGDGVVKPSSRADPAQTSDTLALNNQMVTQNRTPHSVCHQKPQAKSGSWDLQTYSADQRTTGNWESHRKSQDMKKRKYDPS
esBAF inh: Bmi1 luciferase reporter increase in mESCs, primary screen, esBAF inhibitor project, mouse ES cells, Bmi1 luciferase knock-in, single point. 24 h; 100% = twice the neutral-well signal. actives 2% (n = 350,000). reporter increase, % at 12.5 µM. AID 602393, 2012; in the data active means activation above about 40%;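 further: 0% = median of the plate's neutral control wells and 100% = double that signal; a rise in the Bmi1 reporter signal indicates esBAF inhibition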
XiGFP reactiv: activators of inactive X chromosome reactivation, primary screen, imaging, XiGFP fibroblasts, GFP high-content imaging, set 2. activation, % at 7.58 µM. actives 0.055% (n = 360,000). AID 743238, 2013. XiGFP mouse fibroblasts, % GFP-positive cells imaging, 3 d; cells co-treated with 5-aza-dC sensitizer; scaled so ellipticine positive control = 100%;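 active means mean normalized replicate activation at least 10% and every replicate at or above 10%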;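 further: 0% = median of on-plate neutral control wells and 100% = ellipticine 6 µM median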
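Assay system: SV40-immortalized XiGFP fibroblast cells, line 68-5-11; buffer or medium: DMEM plus 5-aza-dC sensitizer; compound: one concentration, pinned; timing: compounds 3 days, fix/stain 15 min at room temperature; benchmarks: positive control ellipticine, 6 µM final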
ERp5 inh: inhibitors of ERp5-driven insulin aggregation, primary screen, biochemical, turbidity, absorbance 650 nm, single point | Protein disulfide-isomerase A6 (Homo sapiens), Q15084 | 90 min | inhibition, % at 9.99 µM | actives 0.05% (n = 350,000);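 active means mean replicate inhibition above about 25%, with every replicate also reaching it, limit read from the data, passing the limit was not always enough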
S100A4 inh HTS: inhibitors of S100A4-myosin IIA peptide binding, primary screen, biochemical, fluorescence polarization, TAMRA-MyoIIA peptide. Protein S100-A4 (Homo sapiens), P26447. actives 0.14% (n = 360,000). inhibition, % at 10.7 µM;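 active means mean inhibition of at least 70% across replicates, with every replicate also reaching that level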
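Material: human S100A4 monomer with TAMRA-labelled myosin IIA peptide; buffer or medium: HEPES pH 7.2 with CaCl2, KCl, NaCl, DTT, Triton; compound dosing: one concentration per compound; schedule: 5 min incubation before reading; benchmarks: neutral control DMSO, positive control TFP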
RAD54 inh: inhibitors of human RAD54 branch migration, primary screen, biochemical, fluorescence, single point. actives 0.14% (n = 360,000). AID 602329, 2012. RAD54 Holliday junction branch migration, FAM/BHQ fluorescence. inhibition, % at 10.4 µM;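 active means mean normalized replicate activity at least 40 and at least half of replicates scoring 40 or more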;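 further: 0% = median of neutral control wells and 100% = median of positive control wells; inhibitors cause a drop in the FAM fluorescence signal; in these data hits start at about 50%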
The depositor's hits bear a star; nt = not tested or not shown. Rows were taken by chance; any-hit rate near 2.5%.

SMILES,RAD54 inh,ERAP1 HTS inh,esBAF inh,ERp5 inh,S100A4 inh HTS,E-sel inducer,RAD52 inh,XiGFP reactiv
CC1Cc2ccccc2N1S(=O)(=O)c1cccc(C(=O)NCc2ccco2)c1 (configuration not stated),-6,2,nt,5,-4,-0.2,-32,0.1
Cc1cc(C)nc(SCC(=O)c2ccc(O)cc2O)n1,4,3,-4,-6,-2,0.1,-4,0.2
Cc1cccc(C(=O)NNC(=O)c2ccc(F)cc2)c1,nt,-1,nt,9,6,nt,-15,0.0
CC(C)[C@H]1COCn2nncc2CC[C@@H](Cc2ccccc2)C(=O)N1,nt,0,nt,-2,7,-0.1,-6,0.0
COc1ccccc1-c1ccc2c(c1)O[C@@H](CN(C)S(=O)(=O)c1ccc(F)cc1)[C@@H](C)CN([C@@H](C)CO)S2(=O)=O,1,-4,-43,-3,-3,0.0,0,-0.1
CN(Cc1cccc(C(F)(F)F)c1)C(=O)C1CCC(=O)N(CC2CCCCC2)C1 (configuration not stated),-22,2,3,-5,-2,nt,-7,0.1
Cc1c(C(=O)NC(=S)Nc2ccc(NC(=O)c3cccs3)cc2)oc2ccccc12,10,nt,nt,-3,3,0.0,-5,nt
O=C(Cn1cnc2c(nnn2Cc2ccc(Cl)cc2)c1=O)N1CCCc2ccccc21,10,-3,7,-4,-11,nt,-21,nt
COc1ccc(-c2ccc([C@H]3[C@H]4CN(C(=O)c5ccccn5)CC(=O)N4[C@H]3CO)cc2)cc1,nt,-1,nt,0,-1,-0.4,-5,0.0
CCOC(=O)c1cc(OC(=O)c2ccccc2OC)n(-c2ccccc2)n1,-2,-5,0,3,-1,nt,-10,nt
Cc1ccccc1-c1ccc([C@@H]2[C@@H](CO)N3CCCCN(S(=O)(=O)c4ccc(F)cc4)C[C@@H]23)cc1,-3,nt,-1,-13,nt,-0.8,-5,0.0
COCC(=O)N[C@H]1C=C[C@@H](CC(=O)NCc2ccccc2OC)O[C@H]1CO,-7,-4,4,9,-7,-0.1,4,-0.1
CCOC(=O)C1(CCCc2ccccc2)CCN(Cc2cnn(C)c2)CC1,nt,0,nt,0,3,nt,1,-0.1
O=C(N[C@@H]1C[C@@H]2O[C@@H](CO)CC[C@@H]2O[C@@H]1CCc1ccc(C#Cc2ccccc2)cc1)c1ccccn1,nt,-1,nt,8,-7,nt,-30,nt
COc1cccc(-c2ccc([C@@H]3[C@H](CO)N4C(=O)CN(C(=O)C5CCCC5)C[C@@H]34)cc2)c1,nt,0,nt,-2,-5,-0.6,0,0.2
CCC(C)N1C(=O)N(C)C2NC(=O)NC21 (configuration not stated),nt,-2,nt,-5,-1,nt,-13,0.4
COc1ccc(NS(=O)(=O)c2cc(OC)ccc2OC)cc1,-2,nt,-4,7,-17,0.0,-10,0.2
O=C(NCc1cccs1)c1cccn2c(=O)c3sccc3nc12,nt,-3,-10,0,-1,nt,-21,0.0
CO[C@@H](CN(C)C(=O)Nc1ccc(Cl)cc1)[C@H](C)CN(Cc1ccccc1Cl)[C@@H](C)CO,-2,-3,3,0,7,0.1,-13,0.3
COc1ccc(NC(=O)CC2(CC(=O)N3CCOCC3)CCCC2)cc1Cl,4,-1,-2,-2,0,nt,-6,0.0

New compounds follow.
SMILES,RAD54 inh,ERAP1 HTS inh,esBAF inh,ERp5 inh,S100A4 inh HTS,E-sel inducer,RAD52 inh,XiGFP reactiv
COc1cc(C(=O)NCCCOC(C)C)ccc1OC1CCN(C(C)=O)CC1,-7,-2,0,1,11,0.0,-1,0.1
CCCCCc1cc(=O)oc2c(C(CCN3CCCC3)c3ccc(N(C)C)cc3)c(OC)cc(OC)c12 (configuration not stated),-9,0,-29,14,-6,-0.2,49,0.1
COCC(=O)N1CCc2ccc(NC(=O)c3ccc(C(F)(F)F)cc3)cc2C1,-6,6,7,3,-2,nt,-2,0.0
C[C@H](CO)N1C[C@H](C)[C@H](CN(C)S(=O)(=O)c2cccs2)Oc2ncc(-c3ccc(F)cc3)cc2C1=O,0,1,4,-2,-2,-0.2,-4,-1.5
CCN(CC)c1ccc(N=Nc2nn(C)c(C)c2[N+](=O)[O-])cc1,-4,-5,nt,-2,1,0.2,-4,-0.2
CN1C(=O)c2cc(NC(=O)Nc3ccccc3F)ccc2OC[C@H]2O[C@H](CC(=O)NCc3ccc(-c4ccccc4)cc3)CC[C@H]21,9,-4,0,-2,4,0.1,-10,0.2
NC(=O)c1oc2ccccc2c1NC(=O)c1ccc(F)cc1,11,6,5,-3,-8,4.7,-8,0.0
Cc1ccc(C)[n+](CC(=O)c2ccc(-c3ccccc3)cc2)c1,nt,-1,nt,5,4,0.0,0,0.0
COc1ccccc1Nc1nc(Cl)nc(NC(C)(C)C)n1,nt,1,nt,-3,-4,-0.1,1,0.3
COc1ccc(NC(=O)Cn2ccc(C(F)(F)F)n2)cc1S(=O)(=O)N1CCOCC1,5,-1,nt,-5,-2,nt,-8,0.3
CCOC(=O)C1(CC2CC2)CCN(Cc2ccc3cccc(F)c3n2)CC1,nt,12,nt,6,-3,1.7,-14,0.0
COc1ccccc1-c1cn(CC[C@@H]2CC[C@@H](NC(=O)C3CCC3)[C@@H](CO)O2)nn1,7,-1,0,-3,26,-0.9,-1,-0.8
C#CCOCCOCCOCCNc1nc(N2CCN(C(=O)[C@H]([C@@H](C)O)n3cc(CCCCN)nn3)CC2)nc(N2CCN(C(=O)[C@H](C)n3cc(CCC(=O)O)nn3)CC2)n1,-18,nt,7,nt,nt,0.1,nt,0.5
CCOC(=O)Cc1nn(Cc2nc(-c3ccc(C#N)cc3)cs2)c(=O)c2ccccc12,nt,-3,nt,3,3,nt,-3,0.1
COc1ccc2c3c(n(C)c2c1)[C@@H](CO)N(Cc1ccccc1OC)CC31CN(C)C1,nt,-1,nt,0,3,-0.1,26,0.0
COc1ccc(CC(=O)NNC(=O)CSc2nnc(C)n2-c2ccccc2)cc1,-4,0,0,0,-4,nt,-25,0.0
C[C@@H]1CN([C@@H](C)CO)C(=O)c2cc(NS(=O)(=O)c3cn(C)cn3)ccc2O[C@@H](C)CCCCO[C@@H]1CN(C)S(=O)(=O)c1cccs1,-1,4,1,-2,-6,nt,-122,0.0
Cc1ccc(C(=O)OCC(=O)N2c3ccccc3NC(=O)C2(C)C)cc1S(=O)(=O)N1CCCCC1,1,-1,13,4,-7,0.0,-19,0.0
Cc1cc(C)nc(NC(=O)/C=C/c2ccc(Cl)cc2)n1,-27,nt,34,12,-3,-0.4,-6,0.1
CC1CN(c2ccc([N+](=O)[O-])cn2)CC(C)O1 (configuration not stated),nt,3,nt,5,-4,8.0,-4,0.6

(further entries)
SMILES,RAD54 inh,ERAP1 HTS inh,esBAF inh,ERp5 inh,S100A4 inh HTS,E-sel inducer,RAD52 inh,XiGFP reactiv
CC1(C)SC2c3ccccc3C(=O)N2C1C(=O)O (configuration not stated),nt,3,nt,-1,1,-0.4,-13,0.0
COc1ccc(NC(=O)Nc2ccc3c(c2)[C@@H]2C[C@@H](CC(=O)NCc4ccc5c(c4)OCO5)O[C@@H](CO)[C@@H]2O3)cc1,0,2,-1,6,10,0.1,-5,0.0
Cc1ccnc(NC(=O)c2cccc3ccccc23)c1,-12,2,nt,-10,-3,-0.4,-9,0.2
CC(NC(=O)c1ccccc1)C(=O)OCC(=O)c1c(N)n(C)c(=O)n(C)c1=O (configuration not stated),-8,0,-4,-3,-7,3.4,-10,0.1
O=C(CSc1nnc(Cc2ccccc2)o1)c1ccc(F)cc1,7,nt,-7,-1,0,0.0,0,0.2
COc1ccc(C2C(C#N)=C(N)Oc3cc(C)[nH]c(=O)c32)cc1OC (configuration not stated),nt,0,-2,0,-5,3.1,-2,-0.1
COc1c(Cl)cccc1-c1cn2ccc(C)cc2n1,nt,3,nt,2,10,1.8,1,-0.1
C[C@@H]1CN([C@@H](C)CO)C(=O)Cc2cc(NS(=O)(=O)c3ccccc3)ccc2O[C@@H]1CN(C)S(=O)(=O)c1ccccc1,2,-2,0,1,69,1.1,-16,0.1
COc1cc(C2C3=C(Nc4nc(N)[nH]c(=O)c42)c2ccccc2C3=O)ccc1O (configuration not stated),33,9,-1,7,2,-0.1,22,-0.3
COc1ccc(OC)c(/C=N\NC(=O)c2ccc(=O)n(C)c2)c1,2,-6,nt,4,2,1.6,-3,0.0
O=C(Cc1ccccc1)c1ccc(O)cc1O,nt,-2,nt,2,3,-0.4,-14,0.0
CC(C)CC1NC(=O)c2cccnc2-n2c1nc1cc(F)ccc1c2=O (configuration not stated),-9,6,-4,2,1,0.0,-1,0.3
Cc1ccc(C)c(OCC(=O)NCC(C)(C)N2CCOCC2)c1,0,-1,4,-1,1,nt,-2,-0.1
Cc1ccccc1C(=O)Nc1ccccc1-n1cccc1,-2,11,-3,2,-5,nt,-23,nt
CN(C)c1ccc(C=Cc2ccnc3c(O)cccc23)cc1,-8,-1,-28,4,-7,1.6,-22,2.3
Cc1cccc(NC(=S)N2CCC(O)CC2)c1C,1,1,-7,-4,0,nt,-4,0.0
COc1ccc(CNS(=O)(=O)c2cc(Cl)ccc2N2CC[C@@H](O)C2)cc1,nt,-2,nt,-5,-2,nt,-31,-0.1
CCC(C)[C@H]1CNCCN1CC1(c2ccccc2)CC1 (some centres not stated),3,-2,6,-2,24,0.2,-13,0.0
CCCCCCCCN1C(=O)[C@@H](CC(=O)NCc2ccccc2)C[C@@]2(C(=O)OC)C1=C[C@H](C(C)(C)C)O[C@@H]2C,nt,8,nt,-1,1,-0.1,5,0.0
COC(=O)[C@@H]1[C@@H](CO)[C@@H]2Cn3c(ccc(-c4ccc(F)cc4)c3=O)[C@@H]2N1C,0,2,0,6,-2,-0.2,-11,0.0

(list continues)
SMILES,RAD54 inh,ERAP1 HTS inh,esBAF inh,ERp5 inh,S100A4 inh HTS,E-sel inducer,RAD52 inh,XiGFP reactiv
CNC[C@@H]1OCCCC[C@H](C)Oc2ccc(NC(=O)Nc3ccccc3)cc2C(=O)N([C@@H](C)CO)C[C@@H]1C,2,-2,-7,-6,-8,0.2,9,0.3
CC(C)NC(=O)N[C@H]1CC[C@@H](CCNS(=O)(=O)Cc2ccccc2)O[C@@H]1CO,-6,-1,-5,10,-2,-0.2,-38,-0.1
OC(COC(c1ccc(Cl)cc1)c1ccc(Cl)cc1)CN1CCN(c2ccccn2)CC1 (configuration not stated),0,3,nt,9,2,nt,-13,0.1
Cc1nn(CC(=O)NCc2ccc(C(=O)O)cc2)c(C)c1[N+](=O)[O-],nt,12,nt,4,3,nt,-8,1.3
O=C(COC(=O)C1CC(O)CN1S(=O)(=O)c1ccccc1[N+](=O)[O-])c1ccc[nH]1 (configuration not stated),-2,5,-1,5,-3,nt,0,0.0
Cc1ccc(S(=O)(=O)N[C@@H]2C=C[C@@H](CC(=O)N3CCN(c4ccccc4)CC3)O[C@H]2CO)cc1,-4,-2,4,-3,0,-0.4,-16,0.2
CCOC(=O)c1ccc(-n2c(CN3CCC(C(N)=O)CC3)nc3ccc([N+](=O)[O-])cc3c2=O)cc1,-14,4,17,-2,-6,nt,-8,0.7
